# Bioassay records: PubChem BioAssay, several laboratories
# RPL19A-GFP yeast: yeast TOR pathway RPL19A-GFP modulation | S. cerevisiae RPL19A-GFP strain, flow cytometry, 3 h; active compounds read low | percent response vs DMSO, % at 10 µM | 330,000 tested, 0.3% active;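 active = percent response vs DMSO below 50%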;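 note: median channel GFP fluorescence of the barcoded RPL19A-GFP strain; ratio of sample median GFP to plate DMSO average so 100% = DMSO; lower means less RPL19A-GFP as with rapamycin TOR inhibition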
# EBNA-1 inh: blocks EBNA-1 binding to DNA; EBNA-1 DNA binding, fluorescence polarization; 300,000 tested, 0.34% active; inhibition, % at 14.8 µM; in the data active = inhibition above about 28%
# ZTA DNA inh: counter-screen for EBNA-1 inhibitors: inhibitors of Epstein-Barr virus ZTA. AID 2234. inhibition, % at 11 µM. 320,000 tested, 0.15% active. P03206. ZTA-DNA binding, fluorescence polarization; in the data active = inhibition above about 33%
# AHR activator: human AHR activation | AHR-responsive luciferase reporter cells, luminescence | activation, % at 5 µM | 320,000 tested, 2.5% active; in the data active = activation above about 47%;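 note: 0% = vehicle wells and 100% = reference agonist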
# Target sequence (P35869 whole entry, looked up): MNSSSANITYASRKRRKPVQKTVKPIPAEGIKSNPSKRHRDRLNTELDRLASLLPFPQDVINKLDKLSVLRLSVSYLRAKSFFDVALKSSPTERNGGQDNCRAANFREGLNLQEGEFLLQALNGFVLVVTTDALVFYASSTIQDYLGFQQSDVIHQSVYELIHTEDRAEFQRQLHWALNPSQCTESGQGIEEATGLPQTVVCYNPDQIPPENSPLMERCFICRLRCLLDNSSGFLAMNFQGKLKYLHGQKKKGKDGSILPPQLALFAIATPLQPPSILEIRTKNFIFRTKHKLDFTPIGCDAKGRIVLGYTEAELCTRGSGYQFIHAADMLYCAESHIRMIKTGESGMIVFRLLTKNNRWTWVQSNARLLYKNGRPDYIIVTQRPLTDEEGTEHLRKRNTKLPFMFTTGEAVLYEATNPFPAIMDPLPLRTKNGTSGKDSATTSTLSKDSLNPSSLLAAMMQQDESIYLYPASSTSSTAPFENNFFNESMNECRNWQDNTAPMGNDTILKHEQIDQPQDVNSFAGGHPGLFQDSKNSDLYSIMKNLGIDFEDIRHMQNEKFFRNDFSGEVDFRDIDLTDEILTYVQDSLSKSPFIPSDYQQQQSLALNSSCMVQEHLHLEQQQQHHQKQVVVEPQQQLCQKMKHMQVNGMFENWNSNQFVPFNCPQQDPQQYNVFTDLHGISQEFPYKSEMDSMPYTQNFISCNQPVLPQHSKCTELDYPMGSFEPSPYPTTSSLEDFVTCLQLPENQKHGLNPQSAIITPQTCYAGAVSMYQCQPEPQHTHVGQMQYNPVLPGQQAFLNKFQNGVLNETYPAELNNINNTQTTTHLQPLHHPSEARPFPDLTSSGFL
# proCasp7 act: counter-screen: procaspase-7 (human) activation; P55210; recombinant procaspase-7, Ac-DEVD-pNA absorbance 405 nm; D23A/D198A/D206A triple mutant, cannot self-cleave; scale: DMSO 0, 5 µM enzyme 100; activation, % at 8.5 µM; 330,000 tested, 0.093% active;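 active = percent activation above the screen-wide mean plus 3 SD, cut at about 25% in these data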
#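 Material: Procaspase-7 triple mutant (PC-7 D3A) | Quantity: 2 µM procaspase-7 mutant as dispensed | Reagent: DEVD-pNA substrate | Times: 1 h preincubation, 2 h reaction | Technique: 405 nm absorbance of p-nitroaniline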
# LAP4 TOR yeast: alters LAP4-GFP fluorescence in TOR pathway yeast screen; S. cerevisiae LAP4-GFP multiplex, flow cytometry GFP, 3 h; median GFP as percent of DMSO wells; GFP response vs DMSO, % at 10 µM; 320,000 tested, 0.34% active;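 active = GFP response vs DMSO above a set limit, about the screen mean plus 3 SD, cut at about 150% in these data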
# proCasp3 act: activators of human procaspase-3 | P42574 | recombinant procaspase-3 D3A, Ac-DEVD-pNA absorbance 405 nm | activation, % at 8.5 µM | 330,000 tested, 0.11% active;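 active = activation above the mean of all tested compounds plus 3 SD, cut at about 21% in these data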;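 note: 0% = DMSO alone and 100% = DMSO wells spiked with extra 5 µM PC-3 D3A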
#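 material = Procaspase-3 D3A mutant | probe or stimulus = Ac-DEVD-pNA | compound = single dose, 8.5 µM nominal compound, 0.8% DMSO | timing = 1 h preincubation, 2 h reaction | measured by = 405 nm absorbance of p-nitroaniline, reads at 0 and 120 min | benchmarks = DMSO-only low control, 5 µM PC-3 D3A high control | repeats = singlicate, each compound tested once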
# MEP2-GFP yeast: yeast TOR pathway MEP2-GFP modulation | S. cerevisiae MEP2-GFP strain, flow cytometry GFP, 3 h; 100% = DMSO control level | GFP response vs DMSO, % at 10 µM | 330,000 tested, 0.51% active | AID 2016;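 active = GFP response versus DMSO above a set limit, roughly screen mean plus 3 SD, cut at about 180% in these data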;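 note: median GFP fluorescence of the barcode-gated MEP2-GFP cells per well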
# Numbers without * were called inactive; . = no result given.
SMILES,RPL19A-GFP yeast,EBNA-1 inh,ZTA DNA inh,AHR activator,proCasp7 act,LAP4 TOR yeast,proCasp3 act,MEP2-GFP yeast
CC(C)C1C2=C(CC(C)(C)CC2=O)ON1c1ccccc1 (stereo unspecified),100,-1,-20,3,11,105,12,105
CC12CCC(c3nnc(SCc4ccc(Cl)cc4)nc31)C2(C)C (stereo unspecified),94,0,-1,0,1,100,-3,103
O=C(NCCc1ccccc1)C1CC(=O)N(C2CCCCC2)C1 (stereo unspecified),97,9,0,0,-1,97,4,109
CC(=O)Nc1ccc(C2C(=O)c3ccccc3C2=O)cc1,100,5,-6,11,14,109,-1,101
O=C(NC1CCCCC1)c1cc(-n2cnnc2)ccc1Cl,94,-3,3,8,-2,88,-1,93
COc1ccc([N+](=O)[O-])cc1/C=N/NC(=O)/C(=C\c1cccs1)NC(=O)c1ccccc1,99,-6,-4,8,2,101,0,99
O=C(Nc1nnc(SCCC2OCCO2)s1)C1CC(=O)N(c2ccc(F)cc2)C1 (stereo unspecified),105,3,-14,-1,-9,116,1,112
O=C(N/N=C/c1cc2ccccc2nc1Cl)/C(=C/c1cccs1)NC(=O)c1ccccc1,108,-3,-4,12,-1,106,3,105
COC(=O)c1c(-c2ccc(Br)cc2)csc1NC(=O)Cc1ccc(OC)c(OC)c1,95,0,3,10,-9,98,-1,98
C=CCN1C(=O)CN=C1Nc1cccc(C)c1,97,5,12,7,3,.,7,94
COC(=O)c1nc(NNC(=O)c2ccccc2)sc1-c1ccccc1,99,5,-1,0,-12,100,-18,107
CC(=O)Nc1ccc(S(=O)(=O)N2CCC(NC(=O)c3ccco3)CC2)cc1,103,-5,-3,2,7,105,9,105
c1ccc(-c2nn3c(Cn4nnc5ccccc54)nnc3s2)cc1,94,-3,-15,7,-11,97,-11,99
CC1CN(C(=S)NC2CCCC2)CC(C)O1 (stereo unspecified),101,-6,7,-5,2,85,-2,104
Cc1ccc(S(=O)(=O)c2nc(-c3ccccc3F)oc2N2CC(C)OC(C)C2)cc1 (stereo unspecified),98,2,0,-3,-12,100,1,94
CC(C)C[C@H](NC(=O)N1CC(=O)Nc2ccccc21)C(=O)N1CCC(C(=O)O)CC1,90,-8,-4,2,1,88,6,93
COCCN(C(=O)CC1CCCCC1)c1c(N)n(CC(C)C)c(=O)[nH]c1=O,99,.,-2,1,10,101,3,97
C=CCN(Cc1nc(-c2cc(OC)ccc2OC)oc1C)C1CCS(=O)(=O)C1 (stereo unspecified),96,-2,-17,3,4,101,-9,96
Cc1ccc(S(=O)(=O)N(C)C)cc1NC(=O)c1cccs1,104,-6,3,-1,1,120,9,105
CCN(CC)Cc1cc(C(C)=O)ccc1OCC(C)C,100,7,3,2,3,106,15,108
c1ccc(-c2ncc(CN3CCN(c4ccccn4)CC3)[nH]2)cc1,99,-6,5,0,11,107,-3,102
Cc1cc(C)cc(N(CC(=O)NCc2ccccc2)C(=O)CCC(=O)Nc2ccccn2)c1,104,-1,8,5,5,88,-6,103
Cc1cc(N2C(=O)C(O)=C(C(=O)c3ccco3)C2c2cccc(O)c2)no1 (stereo unspecified),101,-3,2,1,8,95,-2,100
CCN(CC)C(=O)c1sc(NC(=O)c2ccc3c(c2)OCO3)c(C(N)=O)c1C,93,-5,8,6,0,97,-8,98

# Part of the list above, with bars between the fields:
Structure | RPL19A-GFP yeast | EBNA-1 inh | ZTA DNA inh | AHR activator | proCasp7 act | LAP4 TOR yeast | proCasp3 act | MEP2-GFP yeast
C=CCN(Cc1nc(-c2cc(OC)ccc2OC)oc1C)C1CCS(=O)(=O)C1 (stereo unspecified) | 96 | -2 | -17 | 3 | 4 | 101 | -9 | 96
Cc1ccc(S(=O)(=O)N(C)C)cc1NC(=O)c1cccs1 | 104 | -6 | 3 | -1 | 1 | 120 | 9 | 105

# (more compounds)
SMILES,RPL19A-GFP yeast,EBNA-1 inh,ZTA DNA inh,AHR activator,proCasp7 act,LAP4 TOR yeast,proCasp3 act,MEP2-GFP yeast
COc1c(N2CCN(C(=S)Nc3ccccc3F)C(C)C2)c(F)cc2c(=O)c(C(=O)O)cn(C3CC3)c12 (stereo unspecified),93,0,4,-1,-2,110,5,104
CC(=O)c1cccc(N=Nc2c(-c3ccccc3)[nH]n(-c3ccccc3)c2=O)c1,93,-3,13,2,-4,100,7,96
COc1ccc(/C=N/NC(=O)c2ccncc2)c(C(=O)O)c1OC,96,-6,-8,7,1,106,8,93
COc1ccc(NC(=O)CCCSc2nc(-c3ccco3)cc(C(F)(F)F)n2)cc1OC,105,-6,4,-1,6,102,-2,103
O=C(Cc1ccc(Cl)cc1Cl)Nc1ccncc1,104,-1,-19,6,3,102,1,100
O=C(c1ccc2ccccc2n1)N1CCN(S(=O)(=O)c2ccc(Cl)cc2)CC1,96,.,.,11,8,98,1,100
CCOC(=O)c1sc(NC(=O)C(CC)Sc2nccn2C)nc1C (stereo unspecified),98,-1,3,2,-10,99,12,102
NC(N)=NN=C1CCCCCCCCCCC1,91,0,-13,1,2,104,0,85
O=C(NCc1ccco1)c1cccn2c(=O)c3c4c(sc3nc12)CCCC4,94,9,14,48*,3,101,-1,98
COc1ccccc1/C=C1\NC(=S)N(CC2CCCO2)C1=O (stereo unspecified),92,1,0,3,-5,99,-6,97
CCc1nc(C)cn1S(=O)(=O)c1cc(Br)ccc1OC,103,10,-5,0,11,96,12,102
COc1ccc(CCNC(=O)C2CCC(CNS(=O)(=O)c3ccccc3)CC2)cc1OC (stereo unspecified),107,-2,-17,1,11,101,1,109
O=C(COc1ccc(F)c(Cl)c1)c1ccc[nH]1,99,2,0,0,-1,99,3,105
Cc1ccc(-c2cc(-c3ccccc3)no2)c(O)c1,100,6,5,44,4,108,7,97
COCCN1Cc2cc3cc(C)ccc3nc2SC1=Nc1ccc(OC)cc1,101,3,-11,6,-2,96,-3,104
CC(C)(C)C(=O)NNC(=O)c1cnccn1,98,-9,-29,2,-3,102,-4,102
CC1CC(C)CN(c2nc(N(C)c3ccccc3)nc(N)c2[N+](=O)[O-])C1 (stereo unspecified),95,5,5,13,-7,121,-6,98
CC1Cc2ccccc2N1C(=O)C1CCCN(S(=O)(=O)c2cccc3cccnc23)C1 (stereo unspecified),99,3,4,12,-6,103,-1,100
O=C(Nc1ccc(-c2csc(Nc3ccc(Cl)cc3)n2)cc1)c1cc([N+](=O)[O-])cc(C(F)(F)F)c1,94,11,-6,30,-2,133,-4,89
O=C(c1ccc(-n2cncn2)c([N+](=O)[O-])c1)N1CCN(S(=O)(=O)c2ccc(F)c(F)c2)CC1,94,8,-5,5,7,93,8,105
CCc1c(C)nc(SCCOc2ccc(OC)cc2)[nH]c1=O,102,8,7,3,-4,97,-2,108
Cc1cc(N2C(=O)C3C4C=CC(C4)C3C2=O)no1 (stereo unspecified),99,-1,11,1,11,93,8,88
Cc1cc2cc3c(cc2nc1SCC(=O)O)OCCO3,106,-6,2,1,-4,118,-11,109
Cc1cc(C(F)(F)F)n2nc(-c3cccs3)cc2n1,96,-8,-2,19,2,102,-1,96

# Some of these compounds in order of number of heavy atoms, low to high.
SMILES,RPL19A-GFP yeast,EBNA-1 inh,ZTA DNA inh,AHR activator,proCasp7 act,LAP4 TOR yeast,proCasp3 act,MEP2-GFP yeast
CC(C)(C)C(=O)NNC(=O)c1cnccn1,98,-9,-29,2,-3,102,-4,102
O=C(COc1ccc(F)c(Cl)c1)c1ccc[nH]1,99,2,0,0,-1,99,3,105
O=C(Cc1ccc(Cl)cc1Cl)Nc1ccncc1,104,-1,-19,6,3,102,1,100
Cc1ccc(-c2cc(-c3ccccc3)no2)c(O)c1,100,6,5,44,4,108,7,97
CCc1nc(C)cn1S(=O)(=O)c1cc(Br)ccc1OC,103,10,-5,0,11,96,12,102
CCc1c(C)nc(SCCOc2ccc(OC)cc2)[nH]c1=O,102,8,7,3,-4,97,-2,108
CCOC(=O)c1sc(NC(=O)C(CC)Sc2nccn2C)nc1C (stereo unspecified),98,-1,3,2,-10,99,12,102
CC1CC(C)CN(c2nc(N(C)c3ccccc3)nc(N)c2[N+](=O)[O-])C1 (stereo unspecified),95,5,5,13,-7,121,-6,98
O=C(NCc1ccco1)c1cccn2c(=O)c3c4c(sc3nc12)CCCC4,94,9,14,48*,3,101,-1,98
O=C(c1ccc2ccccc2n1)N1CCN(S(=O)(=O)c2ccc(Cl)cc2)CC1,96,.,.,11,8,98,1,100
CC1Cc2ccccc2N1C(=O)C1CCCN(S(=O)(=O)c2cccc3cccnc23)C1 (stereo unspecified),99,3,4,12,-6,103,-1,100
COc1ccc(CCNC(=O)C2CCC(CNS(=O)(=O)c3ccccc3)CC2)cc1OC (stereo unspecified),107,-2,-17,1,11,101,1,109
O=C(c1ccc(-n2cncn2)c([N+](=O)[O-])c1)N1CCN(S(=O)(=O)c2ccc(F)c(F)c2)CC1,94,8,-5,5,7,93,8,105
O=C(Nc1ccc(-c2csc(Nc3ccc(Cl)cc3)n2)cc1)c1cc([N+](=O)[O-])cc(C(F)(F)F)c1,94,11,-6,30,-2,133,-4,89

# The listing continues.
SMILES,RPL19A-GFP yeast,EBNA-1 inh,ZTA DNA inh,AHR activator,proCasp7 act,LAP4 TOR yeast,proCasp3 act,MEP2-GFP yeast
Cc1cc(N(CCO)CCO)ccc1N=Nc1cc(F)ccc1F,98,13,14,39,-10,107,-1,99
O=C(c1cccs1)N1CCC(N2CCN(c3ccccc3)CC2)CC1,96,8,8,1,5,101,4,102
Cc1ccc(-n2c3c(c(=O)[nH]c2=O)C(C(F)(F)F)(C(F)(F)F)NC(=O)N3)cc1,105,-3,-20,-2,7,89,-10,109
COc1ccc(C/C(C)=N/NC(=S)Nc2ccccc2F)cc1,94,7,22,16,-2,122,-2,98
COC(=O)c1sccc1NC(=O)CSc1cccc(Cl)c1Cl,101,-13,-11,11,1,107,1,100
CCOC(=O)c1csc(NC(=O)CN2CCN(C)CC2)n1,106,-5,12,1,9,98,2,104
N#Cc1c(SCc2ccccc2)nc(N2CCOCC2)c2c1CCCC2,96,3,-11,4,6,109,-3,107
CC(C(=O)NC1CCCC1)N(C(=O)Cn1nnc(-c2ccc(F)cc2)n1)c1ccccc1F (stereo unspecified),96,-11,10,1,4,85,8,97
COC(=O)c1ccc(Cn2nc(C(F)(F)F)cc2C)cc1,99,5,-2,5,3,103,-4,105
CCCn1c(SCC(=O)NC2CCCCC2)nnc1-c1cccnc1,100,-6,1,1,-2,101,6,99
Cc1ccnc(NC(=O)c2cccc(S(=O)(=O)N3CCOCC3)c2)c1,101,9,-3,3,6,103,-1,108
Cc1ccc(-c2nc3c(c(=O)c4ccccc4n3C)c(=O)n2-c2ccccc2)cc1,92,-4,-3,4,1,82,-7,103
CC1Cc2ccccc2N1S(=O)(=O)c1cccc(C(=O)N2CCN(c3ncccn3)CC2)c1 (stereo unspecified),93,-3,-8,8,2,99,-1,94
CS(=O)(=O)c1ccc2nc(NC(=O)CCNC(=O)c3ccccc3Cl)sc2c1,98,.,-18,15,10,98,-6,99
